KKLEB cytotox = cytotoxicity in KKLEB CF airway cells, primary screen, cytotoxicity control for CF NF-kB inhibitor project, cell-based, uHTS, fluorescence assay plates; activity change (cytotoxicity), % at 5 µM; KKLEB CF airway cells viability, ATPlite luminescence, overnight; stronger effect = lower value; cells stimulated with P. aeruginosa culture filtrate; 360,000 tested, 0.36% active;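 active = corrected activity change at or below -50% at 5 µM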
TROY NFkB inh = inhibitors of TROY-driven NF-kB signaling, primary screen, Q293 LMP1-TROYcd cells, NF-kB luciferase, uHTS | inhibition, % at 10 µM | AID 1347056, 2019 | 360,000 tested, 0.98% active | Q293 LMP1-TROYcd NF-kB luciferase reporter, 4 h;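 active = compounds whose plate-normalised and pattern-corrected inhibition of the luciferase reporter signal at the single screening dose is 50% or more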
TWEAK-Fn14 inh = inhibitors of TWEAK-Fn14 signaling, primary screen, luciferase reporter cells, uHTS; inhibition, % at 10 µM; 360,000 tested, 2% active; TWEAK-stimulated Fn14 reporter cells, luciferase luminescence, 8 h; in the data active = inhibition above about 50%
NCOA1 inh = SRC1 coactivator transcriptional activity inhibitors, primary screen, cell-based, luminescence; Nuclear receptor coactivator 1 (Homo sapiens), Q15788; AID 588354, 2011; 360,000 tested, 0.12% active; HEK293 GAL4-SRC1 luciferase reporter; inhibition, % at 3.6 µM;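 active = inhibition above the campaign mean plus 3 SD, with each screening campaign given its own cutoff, cut at about 60% in these data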;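 note: 0% = DMSO treated cells and 100% = gossypol at 36 µM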
Target sequence (Q15788 whole entry, looked up, the tested form may be a part): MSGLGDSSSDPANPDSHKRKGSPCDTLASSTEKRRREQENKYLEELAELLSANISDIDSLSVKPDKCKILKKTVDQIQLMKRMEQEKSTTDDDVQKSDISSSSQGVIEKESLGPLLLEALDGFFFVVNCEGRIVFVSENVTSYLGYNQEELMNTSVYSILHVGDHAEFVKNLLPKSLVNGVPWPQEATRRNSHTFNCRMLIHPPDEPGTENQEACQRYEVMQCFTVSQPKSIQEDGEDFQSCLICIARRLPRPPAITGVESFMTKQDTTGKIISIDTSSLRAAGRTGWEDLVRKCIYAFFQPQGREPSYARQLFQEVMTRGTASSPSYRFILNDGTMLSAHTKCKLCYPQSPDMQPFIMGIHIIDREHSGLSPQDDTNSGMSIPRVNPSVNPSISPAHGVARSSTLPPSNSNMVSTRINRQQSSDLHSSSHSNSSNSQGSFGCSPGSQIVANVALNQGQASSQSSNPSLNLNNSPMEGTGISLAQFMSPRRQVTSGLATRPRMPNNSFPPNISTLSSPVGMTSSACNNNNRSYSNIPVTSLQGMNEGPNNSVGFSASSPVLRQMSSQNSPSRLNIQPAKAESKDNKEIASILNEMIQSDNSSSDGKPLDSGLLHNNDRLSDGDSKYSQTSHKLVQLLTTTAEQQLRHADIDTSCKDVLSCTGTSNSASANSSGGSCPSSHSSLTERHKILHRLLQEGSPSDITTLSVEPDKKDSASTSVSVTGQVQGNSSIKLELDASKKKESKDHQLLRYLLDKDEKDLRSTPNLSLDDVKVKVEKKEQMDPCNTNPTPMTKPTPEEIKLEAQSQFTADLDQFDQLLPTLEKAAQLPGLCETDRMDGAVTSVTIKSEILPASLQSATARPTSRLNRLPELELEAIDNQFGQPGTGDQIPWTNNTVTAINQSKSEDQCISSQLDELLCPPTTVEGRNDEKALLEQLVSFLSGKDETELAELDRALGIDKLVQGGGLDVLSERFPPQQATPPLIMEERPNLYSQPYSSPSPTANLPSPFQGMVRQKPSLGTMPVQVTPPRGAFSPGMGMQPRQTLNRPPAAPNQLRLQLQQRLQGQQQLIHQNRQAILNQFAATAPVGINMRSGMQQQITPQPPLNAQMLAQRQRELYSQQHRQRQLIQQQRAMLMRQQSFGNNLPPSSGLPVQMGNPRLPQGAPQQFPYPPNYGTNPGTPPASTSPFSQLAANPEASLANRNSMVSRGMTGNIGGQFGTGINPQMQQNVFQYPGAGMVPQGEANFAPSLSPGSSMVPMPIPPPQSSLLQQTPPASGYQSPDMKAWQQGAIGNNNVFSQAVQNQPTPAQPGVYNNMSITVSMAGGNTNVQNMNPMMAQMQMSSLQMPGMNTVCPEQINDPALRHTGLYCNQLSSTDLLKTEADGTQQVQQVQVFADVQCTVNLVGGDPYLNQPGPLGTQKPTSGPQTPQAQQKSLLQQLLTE
CF NFkB block = inhibitors of PAF-induced NF-kB signaling, primary screen, cell-based, GFP fluorescence, uHTS; KKLEB NF-kB-GFP reporter, GFP fluorescence overnight; inhibition, % at 5 µM; 360,000 tested, 0.86% active;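 active = at least 50% inhibition at 5 µM, scaled per plate between neutral and stimulator controls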;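 note: PAF is a Pseudomonas aeruginosa culture filtrate used as stimulus; plate controls were PAF-stimulated DMSO wells for no effect and unstimulated DMSO wells for full effect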
NCOA3 inh = SRC3 coactivator transcriptional activity inhibitors, primary screen, cell-based, luminescence; HEK293 GAL4-SRC3 luciferase reporter; inhibition, % at 3.6 µM; 360,000 tested, 0.17% active; AID 588352, 2011;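 active = inhibition above a per-campaign cutoff, the mean of all compounds plus 3 SD, cut at about 60% in these data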;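 note: 0% = DMSO-treated cells and 100% = gossypol-treated cells at 36 µM; higher means less SRC3-driven luciferase light from the GAL4 reporter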
Shn3 inh set2 = reduction of Shn3 3'UTR firefly luciferase signal, primary screen, Schnurri-3 inhibitor project, cell-based, Clone20 osteoblasts, set 2; inhibition, % at 12.5 µM; 360,000 tested, 0.52% active; AID 588674, 2011; Clone20 osteoblast Shn3 3'UTR firefly luciferase, 24 h;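 active = mean inhibition of at least 75% with every replicate also reaching 75%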;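 note: 0% = median of neutral control wells and 100% = pilot-screen positive control compound; some compounds past the cut are filed as inactive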
C8 TRAIL sens = viability loss with TRAIL in NB7+C8 cells, primary screen, TRAIL sensitizer project, cell-based, ATPlite luminescence; 360,000 tested, 1% active; inhibition (viability loss, TRAIL sensitization), % at 10 µM;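 active = compounds causing at least 50% loss of cell viability in the single-dose screen, relative to plate controls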
NR5A2 inv ag = LRH-1 (NR5A2) inverse agonists, primary screen, cell-based, luminescence, HEK293T, StAR-luciferase reporter | Nuclear receptor subfamily 5 group A member 2 (Homo sapiens), O00482 | LRH-1 transfected, 24 h | inhibition, % at 3.6 µM | 360,000 tested, 0.13% active | AID 602396, 2012;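 active = inhibition above the mean inhibition of all tested compounds plus 3 SD, cut at about 73% in these data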;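 note: 0% = DMSO wells and 100% = reporter-only cells lacking LRH-1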
EBV LMP1 NFkB = EBV LMP1-driven NF-kappaB luciferase reporter inhibitors, primary screen, cell-based, luminescence, single point | LMP1-induced NF-kappaB luciferase reporter cells | inhibition, % at 12.5 µM | 350,000 tested, 0.69% active; in the data active = inhibition above about 41%;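 note: 0% = neutral control wells and 100% = reference inhibitor control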
NR2F2 inh = NR2F2 transcriptional activity inhibitors, primary screen, cell-based, luciferase reporter, HEK293T, luminescence; COUP transcription factor 2 (Homo sapiens), P24468; HEK293T NGFI-A luciferase reporter; inhibition, % at 8.6 µM; 370,000 tested, 0.7% active; AID 686940, 2013;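 active = inhibition above a per-plate cutoff, mean inhibition of test wells between control levels plus 3 SD, cut at about 38% in these data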;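 note: cells cotransfected with COUP-TFII expression vector driving the NGFI-A reporter; 0% = median of COUP-TF2 test wells and 100% = reporter-only cells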
* = called active by the depositor; nt = not tested or not shown. Some of the compounds tested. The share of hits here may be higher or lower than overall.

SMILES	KKLEB cytotox	TROY NFkB inh	TWEAK-Fn14 inh	NCOA1 inh	CF NFkB block	NCOA3 inh	Shn3 inh set2	C8 TRAIL sens	NR5A2 inv ag	EBV LMP1 NFkB	NR2F2 inh
CCN1C(=O)/C(=C/N2CCc3ccccc3C2)SC1=S	5	-10	-19	-63	-25	-53	-14	-8	-32	-12	-10
CCOC(=O)c1c(C)[nH]c(C)c1S(=O)(=O)NCCCc1ccco1	-15	1	-7	-3	-13	0	7	-8	-17	-1	-4
COc1ccc(C(=O)N2CCCC(Nc3ccc(F)cc3)C2)cc1F (stereo unspecified)	2	-4	3	-10	12	10	-4	-10	10	-7	0
CCCn1cnc2scc(-c3ccc(OC)cc3)c2c1=O	5	2	15	22	14	-8	-3	6	-5	2	13
CC(C)CCNC(=S)Nc1ccc(F)cc1	-1	-20	-5	2	3	16	-4	-3	-26	4	-9
Fc1ccc(C2CCCN2Cc2nc(Cc3ccccc3)no2)cc1 (stereo unspecified)	3	-55	9	0	-21	23	19	-1	5	-10	3
COC(=O)n1ccc(C(=O)Nc2ccccc2F)n1	-8	-15	-9	-24	-4	-16	-41	-6	-32	-6	-34
COC(=O)c1sc(SC)c(S(=O)(=O)C(C)C)c1N/N=C(\C#N)C(=O)c1ccccc1	4	20	-7	-7	-7	7	-14	-8	9	3	0
C/C=C/c1ccc(OCCOc2ccc(C=O)cc2OC)c(OC)c1	9	-10	-22	3	-27	5	-21	15	44	6	3
O=C(NCc1ccc(F)cc1)C1CCN(S(=O)(=O)N2CCOCC2)CC1	3	-7	0	12	2	13	-9	4	8	-3	-14
COc1ccc(S(N)(=O)=O)cc1N(C)S(=O)(=O)c1ccccc1	-8	4	6	-16	2	-5	21	3	-5	-6	19
CCc1ccc(NC(=O)N2CCCCCC2)cc1	3	-29	-11	-83	-16	-68	-73	-5	-57	-21	-15
O=C(NCc1ccc(F)cc1)c1cc(C2CCCCN2C(=O)C2CCCCC2)on1 (stereo unspecified)	4	15	33	10	8	-10	20	6	-5	nt	20
Cc1ccc(C(=O)CSc2nnnn2-c2ccccc2)o1	-6	-30	-3	-16	9	-16	1	4	-4	-14	-10
Cc1ccc(C(=O)NC2CCCCCC2)cc1N1CCCC1=O	4	-21	-29	-13	-2	12	-1	19	-9	0	-2
CCCN(CCC)C(=O)/C=C/c1cccc([N+](=O)[O-])c1	-8	14	-13	2	-2	6	12	-3	-17	-1	-1
COc1ccc(N(CC(=O)NCCSCc2ccco2)S(=O)(=O)c2ccccc2)cc1Cl	0	8	2	6	10	-1	2	-14	8	2	0
Cc1ccccc1N1C(=O)CC1(C#N)c1ccc(OCc2ccccc2)cc1 (stereo unspecified)	19	3	8	-11	-6	-12	7	6	3	3	-4
CCN1CCN(Cc2ccc(NC(=O)c3ccc(C)c(NC(=O)c4cccc(-c5cn[nH]c(=O)c5)c4)c3)cc2C(F)(F)F)CC1	-6	-32	-188	2	72*	-3	7	38	15	61*	nt
CCCC(c1nnnn1CCOC)N1CCN(C(=O)c2ccco2)CC1 (stereo unspecified)	-6	-6	2	-17	-1	27	-13	-2	9	2	3
CCOc1ccc(S(=O)(=O)N2CCC(C(=O)NCC(=O)Nc3cccc(Cl)c3C)CC2)cc1	-14	8	17	-15	9	8	-12	10	-4	0	1
O=C(/C=C/c1ccccc1)c1ccoc1	6	-19	-10	5	-2	-12	-8	-8	21	4	0
O=C(Nc1ccc(S(=O)(=O)Nc2ccccn2)cc1)c1cccc(Br)c1	-9	-2	13	2	3	8	17	2	-5	12	-20
O=C(C1=C[C@@H](C2CCCCC2)C[C@@H](OCCCCO)O1)N1CCN(Cc2ccccc2)CC1	-8	-9	-9	2	16	-13	8	-5	12	-4	8
O=C(NCCc1csc(-c2cccnc2)n1)c1c(F)cccc1F	5	11	2	-2	10	20	6	2	-1	-8	3
Cc1ccc(C)c(NNC(N)=S)c1	4	24	4	1	-11	-7	-11	3	6	1	15
S=c1nccc(-c2ccc(Cl)cc2)[nH]1	18	-2	-5	-10	-15	-12	nt	0	-12	nt	-13
CCCc1nnc(SCC(=O)NC2CCCCC2)n1CCOC	-5	-5	-5	-28	1	-20	11	2	10	3	-3
CN(c1ccc(Cl)cc1)c1cc2c(c3c1ccn3C)C1CCC2O1 (stereo unspecified)	-2	-8	21	-4	19	6	-3	5	0	nt	13
COc1ccc(S(=O)(=O)CC2(O)CCN(C(=O)C(C)(C)C)CC2)cc1	-8	-5	-12	-2	-5	5	0	-5	1	4	9
Cc1ccc2[nH]nc(C(=O)N3CCCC(C(=O)c4ccc(Cl)cc4)C3)c2c1 (stereo unspecified)	3	48	59*	-15	3	15	4	-2	11	0	0
COc1ccc2oc(C(=O)OCC(=O)NCc3ccccc3OC)c(C)c2c1	13	-5	-13	6	6	-24	4	-16	-19	-12	-12
O=C(NNC(=O)c1cnccn1)c1ccc(Cl)c(Cl)c1	-8	14	-7	-10	-14	20	19	11	-1	4	-15
CCn1cc(C2C(C(=O)Nc3ccc(Br)cn3)=C(C)NC3=C2C(=O)CCC3)c(C)n1 (stereo unspecified)	4	1	7	13	-29	11	3	-7	0	0	-2
COc1cccc(NC(=O)N2CCCC2C(=O)NCc2ccccc2)c1 (stereo unspecified)	0	2	23	-28	-5	19	-17	-3	-8	-3	-4
Cc1c(C#N)c2ccccc2n1CCOc1ccccc1F	-5	13	25	2	10	11	62	-9	-4	-3	0
COc1ccc(NC(=O)C23CC4CC(C2)CC(n2cnc(Br)n2)(C4)C3)cc1Cl	-4	18	2	6	-5	9	47	6	15	6	-11
Cc1c(C(=O)NC2CCCCC2)oc2c1C(=O)CC(C)(C)C2	18	6	-8	8	3	-10	13	-2	6	-2	2
COC(=O)C1=C(C)NC(=O)C1(NC(=O)CN1CCCC1=O)C(F)(F)F (stereo unspecified)	-16	-7	-6	3	14	-1	-14	-13	-14	6	13
COc1ccc(N2CC(C(=O)OCC(=O)c3cccc(OC)c3)CC2=O)cc1 (stereo unspecified)	6	-105	-5	-35	0	4	-5	-4	-15	-5	-7
Clc1ccc(-c2onc3c2CCCC3)cc1	12	-13	-6	-23	-3	-10	-6	-3	-31	-7	8
CC1CCC/C(=N\NS(=O)(=O)c2ccccc2)C1 (stereo unspecified)	1	19	-14	7	19	11	16	-7	-15	4	-8
COc1ccc(CN2C(=O)c3cccnc3C2=O)cc1S(=O)(=O)N1CCOc2ccc(C)cc21	-2	-7	-5	-10	20	-3	11	-3	-19	3	1
O=[N+]([O-])c1ccc(N2CCN(C(=S)Nc3ccc(F)cc3)CC2)cc1	-1	11	7	9	-19	14	73	1	25	2	5
OC(CN1CCN(Cc2ccccc2)CC1)c1ccc(Br)cc1 (stereo unspecified)	2	-5	-8	-44	1	20	2	28	11	2	12
CC(C)CC(=O)N1CCN(Cc2cccc(F)c2)CC1	-2	10	13	1	9	-13	-6	-3	5	-1	1
O=C(NCCO)/C(=C\c1cccc([N+](=O)[O-])c1)NC(=O)c1ccco1	9	18	5	3	0	2	-14	0	6	0	7
CC(C)(C)OC(=O)CC[C@@H](C(=O)NCCCCCCCCCCC(=O)N1CCN(C(=O)OC(C)(C)C)CC1)n1cc(CCCCCNC(=O)OC(C)(C)C)nn1	8	-14	13	-7	-3	8	31	8	7	6	1
CCOC(=O)C1=C(C)NC(=O)NC1	12	6	-21	-13	4	6	14	-1	11	4	3
CC(NC(=O)CSc1ncccn1)c1ccccc1 (stereo unspecified)	-2	5	-5	-13	-6	9	9	-17	11	1	17

Entries shown so far that have a Cl atom (8):
SMILES	KKLEB cytotox	TROY NFkB inh	TWEAK-Fn14 inh	NCOA1 inh	CF NFkB block	NCOA3 inh	Shn3 inh set2	C8 TRAIL sens	NR5A2 inv ag	EBV LMP1 NFkB	NR2F2 inh
COc1ccc(N(CC(=O)NCCSCc2ccco2)S(=O)(=O)c2ccccc2)cc1Cl	0	8	2	6	10	-1	2	-14	8	2	0
CCOc1ccc(S(=O)(=O)N2CCC(C(=O)NCC(=O)Nc3cccc(Cl)c3C)CC2)cc1	-14	8	17	-15	9	8	-12	10	-4	0	1
S=c1nccc(-c2ccc(Cl)cc2)[nH]1	18	-2	-5	-10	-15	-12	nt	0	-12	nt	-13
CN(c1ccc(Cl)cc1)c1cc2c(c3c1ccn3C)C1CCC2O1 (stereo unspecified)	-2	-8	21	-4	19	6	-3	5	0	nt	13
Cc1ccc2[nH]nc(C(=O)N3CCCC(C(=O)c4ccc(Cl)cc4)C3)c2c1 (stereo unspecified)	3	48	59*	-15	3	15	4	-2	11	0	0
O=C(NNC(=O)c1cnccn1)c1ccc(Cl)c(Cl)c1	-8	14	-7	-10	-14	20	19	11	-1	4	-15
COc1ccc(NC(=O)C23CC4CC(C2)CC(n2cnc(Br)n2)(C4)C3)cc1Cl	-4	18	2	6	-5	9	47	6	15	6	-11
Clc1ccc(-c2onc3c2CCCC3)cc1	12	-13	-6	-23	-3	-10	-6	-3	-31	-7	8

One compound at a time, from the list above:
Shown for `O=C(NCCO)/C(=C\c1cccc([N+](=O)[O-])c1)NC(=O)c1ccco1` = KKLEB cytotox: 9; TROY NFkB inh: 18; TWEAK-Fn14 inh: 5; NCOA1 inh: 3; CF NFkB block: 0; NCOA3 inh: 2; Shn3 inh set2: -14; C8 TRAIL sens: 0; NR5A2 inv ag: 6; EBV LMP1 NFkB: 0; NR2F2 inh: 7
Shown for `O=[N+]([O-])c1ccc(N2CCN(C(=S)Nc3ccc(F)cc3)CC2)cc1` = KKLEB cytotox: -1; TROY NFkB inh: 11; TWEAK-Fn14 inh: 7; NCOA1 inh: 9; CF NFkB block: -19; NCOA3 inh: 14; Shn3 inh set2: 73; C8 TRAIL sens: 1; NR5A2 inv ag: 25; EBV LMP1 NFkB: 2; NR2F2 inh: 5

Screening data (PubChem BioAssay)
